hcDAF12 agonist: activates DAF-12 receptor from parasite H. contortus; AID 652067; activation, % at 6.8 µM; HEK293 hcDAF-12 lit1-tk-luc reporter, luminescence; 0% DMSO, 100% Δ7-dafachronic acid; actives 1.4% (n = 370,000);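 active means activation above the mean of all tested compounds plus 3 SD, cut at about 5.5% in these data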;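 further: 100% = response to 3 µM Δ7-dafachronic acid high control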
ssDAF-12 act: activates DAF-12 receptor from parasite S. stercoralis | HEK293 ssDAF-12/GRIP1 lit1-tk-luc reporter, luminescence; % of 3 µM dafachronic acid response | activation, % at 6.8 µM | actives 1% (n = 370,000);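 active means activation above the mean over all tested compounds plus 3 SD, cut at about 0.9% in these data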;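 further: 0% = DMSO-only wells and 100% = 3 µM delta7-dafachronic acid wells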
DAX1 inh-1: DAX1 (NR0B1) inhibition, primary screen; HEK293T StAR-luciferase reporter, SF-1/DAX-1 repression relief; AID 652010; inhibition, % at 6.8 µM; actives 1.1% (n = 370,000);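 active means inhibition above the mean over all tested compounds plus 3 SD, cut at about 3.6% in these data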;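 further: 0% = DAX-1 cells with DMSO and 100% = cells lacking DAX-1 with DMSO; higher inhibition means more luminescence from relief of DAX-1 repression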
DAX1 inh-2: NR0B1 (DAX1) inhibition; P51843; HEK293 Gal4-DAX1 luciferase reporter, luminescence; inhibition, % at 6.75 µM; AID 504766; actives 0.99% (n = 340,000);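 active means inhibition above the mean over all tested compounds plus 3 SD, cut at about 4.2% in these data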;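 further: 0% = DAX1-transfected cells with DMSO and 100% = empty-vector control cells with DMSO; inhibition shows as a rise in luminescence from relieved DAX1 repression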
Target sequence (P51843 207-470 limits assumed): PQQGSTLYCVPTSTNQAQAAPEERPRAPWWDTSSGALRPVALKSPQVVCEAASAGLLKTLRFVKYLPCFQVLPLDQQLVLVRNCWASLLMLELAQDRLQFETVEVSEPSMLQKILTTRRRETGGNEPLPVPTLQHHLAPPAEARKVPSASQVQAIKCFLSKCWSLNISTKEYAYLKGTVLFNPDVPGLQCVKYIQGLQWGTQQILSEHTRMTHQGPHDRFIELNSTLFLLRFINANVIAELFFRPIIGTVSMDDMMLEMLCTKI
FXN GAA850 act: frataxin GAA850 promoter activation; activation, % at 6 µM; HEK293 lucGAA850 FXN promoter luciferase reporter, 24 h; percent of 10 µM SAHA response; actives 0.56% (n = 360,000);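 active means activation above the average of all compounds screened plus 3 SD, cutoff fixed separately per campaign, cut at about 7.5% in these data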;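 further: 0% = DMSO wells and 100% = 10 µM SAHA wells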
ADAM17 inh: inhibits human ADAM17 | P78536 | recombinant ADAM17, EDANS/DABCYL FRET peptide cleavage | inhibition, % at 6.95 µM | actives 0.83% (n = 370,000);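 active means inhibition above the mean of compounds lying between control limits plus 3 SD, set per campaign, cut at about 8.5% in these data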;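 further: 0% = DMSO-only wells as the low control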
Target sequence (P78536 215-824 limits assumed): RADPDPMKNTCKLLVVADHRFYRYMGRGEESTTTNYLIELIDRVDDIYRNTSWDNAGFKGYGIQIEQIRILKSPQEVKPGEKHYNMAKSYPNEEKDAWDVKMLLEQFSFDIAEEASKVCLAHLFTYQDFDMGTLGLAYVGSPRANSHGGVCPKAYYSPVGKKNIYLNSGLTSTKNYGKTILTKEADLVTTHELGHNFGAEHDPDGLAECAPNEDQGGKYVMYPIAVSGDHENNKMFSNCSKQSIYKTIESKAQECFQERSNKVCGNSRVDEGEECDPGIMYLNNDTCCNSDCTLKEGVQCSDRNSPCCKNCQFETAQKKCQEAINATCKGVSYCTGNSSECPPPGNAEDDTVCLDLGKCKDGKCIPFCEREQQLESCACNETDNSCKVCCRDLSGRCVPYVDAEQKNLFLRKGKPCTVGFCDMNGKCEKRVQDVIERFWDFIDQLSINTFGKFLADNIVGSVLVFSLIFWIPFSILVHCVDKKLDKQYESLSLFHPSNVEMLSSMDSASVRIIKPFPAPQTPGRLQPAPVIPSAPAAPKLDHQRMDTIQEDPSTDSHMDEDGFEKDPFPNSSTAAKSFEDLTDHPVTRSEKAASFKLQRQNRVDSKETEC
hgDAF-12 ag: activates the H. glycines DAF-12 receptor ligand-binding domain. HEK293 GAL4-hgDAF12 UAS-luciferase reporter, agonist luminescence; normalized to butyrate control. activation, % at 6.8 µM. actives 1.8% (n = 370,000);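 active means activation above a cutoff set at the mean of all screened compounds plus 3 SD, cut at about 10% in these data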;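 further: 0% = DMSO wells and 100% = sodium butyrate wells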
ADAM10 inh: ADAM10 inhibition, QFRET primary screen; O14672; inhibition, % at 7 µM; AID 720582; actives 0.62% (n = 370,000); recombinant ADAM10, EDANS/DABCYL FRET peptide cleavage, 3 h;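 active means inhibition above a per-campaign cutoff equal to the mean of compounds falling between control-based bounds plus 3 SD, cut at about 20% in these data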;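 further: 0% = DMSO wells while the 100% control is not disclosed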
PLC-gamma1 inh: PLC-gamma1 (human) inhibition, primary screen. P19174. purified PLC-gamma1, fluorogenic substrate, fluorescence. inhibition, % at 12.2 µM. actives 0.84% (n = 370,000). AID 720700; in the data active means inhibition above about 9.5%
sPLA2-III inh: Blocks human group III sPLA2 activity; QFRET BODIPY PC-A2 liposome hydrolysis, fluorescence; Q9NZ20; actives 0.56% (n = 370,000); inhibition, % at 12.2 µM;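 active means inhibition above mean plus 3 SD of compounds lying within the high and low control bounds, cut at about 19% in these data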;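 further: 0% = median of test compound wells and 100% = no enzyme DMSO wells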
PLCb3 inh: inhibitors of human phospholipase C beta3; Purified PLC-beta3, fluorogenic substrate, fluorescence; inhibition, % at 12.2 µM; actives 0.18% (n = 370,000); in the data active means inhibition above about 11%;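 further: 0% = median of compound wells on plate and 100% = full blocker control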
* marks the source's active call; other numbers are inactive results; x = not tested or not shown. Random draw from the library; overall some 6.9% were active at least once.

1	Cc1ccc(S(=O)(=O)Nc2ccc(S(=O)(=O)Nc3cc(C)nc(C)n3)cc2)cc1
2	COc1ccc(OC(C)C(=O)NCc2cccnc2)cc1 (stereo unspecified)
3	Nc1nc2c(ncn2[C@@H]2O[C@H](CNS(=O)(=O)N3CCCC3)[C@@H](O)[C@H]2O)c(=O)[nH]1
4	O=C(COC(=O)CC1CC2CCC1C2)Nc1cc([N+](=O)[O-])ccc1F (stereo unspecified)
5	COc1ccc(NC(=O)COc2ccccc2)c(OC)c1
6	N/C(=N\OC(=O)c1cccc(Cl)c1)c1ccncc1
7	Cc1ccc(C(=O)N2CCN(c3ccc(NC(=O)c4ccc(Br)o4)cc3)CC2)cc1
8	COc1ccc(Cl)cc1NC(=O)NC(C)C(C)(C)C (stereo unspecified)
9	COc1ccc(/C=C/C(=O)c2ccccc2)cc1COc1ccc(F)cc1
10	CCOC(=O)C1C(=O)C=C(c2ccc(Br)cc2)CC1c1ccco1 (stereo unspecified)

Screen / compound no. | 1 | 2 | 3 | 4 | 5 | 6 | 7 | 8 | 9 | 10
hcDAF12 agonist | 2.4 | 1.6 | -1.0 | -0.1 | -0.1 | 0.9 | -1.3 | -2.6 | -0.6 | -2.6
ssDAF-12 act | -1.1 | -0.7 | -0.9 | -1.1 | -0.7 | -0.3 | -2.0 | -1.4 | 0.0 | -1.8
DAX1 inh-1 | 2.3 | 0.4 | -0.1 | -0.5 | 1.3 | 0.7 | -3.0 | -0.4 | -1.4 | -0.7
DAX1 inh-2 | 1.3 | 0.2 | x | 0.5 | 0.5 | -0.5 | -2.3 | 2.4 | 0.7 | -1.1
FXN GAA850 act | -2.0 | -0.8 | x | 1.0 | 1.8 | 3.1 | 0.1 | -1.1 | -2.4 | 0.7
ADAM17 inh | 0 | -8 | -5 | 5 | -4 | -2 | 6 | 1 | -2 | -1
hgDAF-12 ag | 3.4 | 4.2 | 2.3 | -1.4 | 5.3 | 6.4 | -6.7 | -3.2 | 1.9 | -1.6
ADAM10 inh | 8 | -3 | -5 | 6 | -11 | -3 | 6 | 6 | 1 | 2
PLC-gamma1 inh | 5 | -3 | -2 | 3 | -2 | -1 | 0 | 3 | -1 | -15
sPLA2-III inh | -8 | 2 | 0 | -1 | 1 | 1 | -11 | 4 | 4 | -7
PLCb3 inh | -1 | -4 | 0 | -5 | 2 | 0 | 0 | 3 | 0 | -17

11	COc1ccccc1CNC(=O)Cc1c[nH]c2ccccc12
12	CC(=O)Oc1ccc(C(=O)Nc2cc(C)on2)cc1
13	Cc1cccc(C2c3[nH]c4ccccc4c3CCN2Cc2cnn(-c3ccc(F)cc3)c2)n1 (stereo unspecified)
14	N#C/C(=C1/C(=O)Nc2ccc(Br)cc21)c1ccccn1
15	Clc1ccc(C(c2ccccc2Cl)C(Cl)Cl)cc1 (stereo unspecified)
16	NC(=O)CSc1nc2ccccc2n1-c1ccccc1
17	CCOC(=O)C1CCN(c2c(Nc3ccc(C)c(C)c3)c(=O)c2=O)CC1
18	COc1ccccc1CNC(=S)NCCc1ccccc1
19	CC(=O)Oc1ccccc1-n1c(C)nc(=O)c(-c2ccccc2)c1C
20	NC(=S)NC1CC2CC1C1C=CCC21 (stereo unspecified)

Screen / compound no. | 11 | 12 | 13 | 14 | 15 | 16 | 17 | 18 | 19 | 20
hcDAF12 agonist | 3.0 | 4.5 | 4.9 | 4.6 | 0.0 | 0.7 | -1.2 | -0.8 | -0.6 | -0.9
ssDAF-12 act | 0.3 | 0.0 | 0.0 | -0.4 | -1.4 | -2.0 | -1.2 | 0.4 | -1.2 | -1.1
DAX1 inh-1 | 0.0 | 1.4 | -0.4 | -0.8 | -0.7 | -0.5 | 1.1 | 0.2 | 0.0 | -0.1
DAX1 inh-2 | 1.7 | 3.5 | 0.6 | 0.3 | 0.9 | 0.5 | 0.9 | -0.9 | x | 0.0
FXN GAA850 act | 1.9 | 2.3 | 0.6 | -1.9 | 0.1 | -1.0 | 3.0 | 1.0 | 0.5 | -0.3
ADAM17 inh | 4 | 1 | -1 | -4 | -6 | -3 | -4 | 3 | -1 | 0
hgDAF-12 ag | 4.1 | 5.5 | 2.1 | -0.9 | -1.5 | -1.6 | 0.8 | -0.1 | 1.6 | -0.9
ADAM10 inh | -6 | 3 | -2 | -11 | -3 | -11 | 5 | 4 | 0 | -7
PLC-gamma1 inh | -1 | 3 | 0 | -2 | -1 | 1 | 1 | 0 | -4 | 1
sPLA2-III inh | -37 | 2 | -6 | 16 | 8 | 15 | 0 | 13 | -5 | 9
PLCb3 inh | -4 | -1 | -3 | 0 | 0 | 3 | -8 | -4 | -5 | -6

Part of the list above, field by field:
#15 Clc1ccc(C(c2ccccc2Cl)C(Cl)Cl)cc1 (stereo unspecified)
  hcDAF12 agonist: 0.0; ssDAF-12 act: -1.4; DAX1 inh-1: -0.7; DAX1 inh-2: 0.9; FXN GAA850 act: 0.1; ADAM17 inh: -6; hgDAF-12 ag: -1.5; ADAM10 inh: -3; PLC-gamma1 inh: -1; sPLA2-III inh: 8; PLCb3 inh: 0

#16 NC(=O)CSc1nc2ccccc2n1-c1ccccc1
  hcDAF12 agonist: 0.7; ssDAF-12 act: -2.0; DAX1 inh-1: -0.5; DAX1 inh-2: 0.5; FXN GAA850 act: -1.0; ADAM17 inh: -3; hgDAF-12 ag: -1.6; ADAM10 inh: -11; PLC-gamma1 inh: 1; sPLA2-III inh: 15; PLCb3 inh: 3

5 compounds from above, arranged by the number in ssDAF-12 act, lowest first.
nr | molecule | ssDAF-12 act
15 | Clc1ccc(C(c2ccccc2Cl)C(Cl)Cl)cc1 (stereo unspecified) | -1.4
19 | CC(=O)Oc1ccccc1-n1c(C)nc(=O)c(-c2ccccc2)c1C | -1.2
14 | N#C/C(=C1/C(=O)Nc2ccc(Br)cc21)c1ccccn1 | -0.4
12 | CC(=O)Oc1ccc(C(=O)Nc2cc(C)on2)cc1 | 0.0
18 | COc1ccccc1CNC(=S)NCCc1ccccc1 | 0.4

Next part.
21	O=C(COc1ccccc1)NCc1nnc(SCC(=O)Nc2nccs2)n1-c1ccccc1
22	CCOc1cc(OCC)cc(C(=O)N2CCC[C@@H]2C(=O)N2CCC[C@H]2C(=O)NCc2ccccc2)c1
23	O=C(Cn1cnc2ccccc2c1=O)Nc1ccc(S(=O)(=O)N2CCOCC2)cc1
24	CCN1/C(=C2\C(=O)N(C)C(=S)N2C)C=Cc2ccccc21

Screen / compound no. | 21 | 22 | 23 | 24
hcDAF12 agonist | -0.6 | 1.0 | -0.4 | -1.5
ssDAF-12 act | -1.1 | -1.3 | -1.2 | -1.5
DAX1 inh-1 | -0.3 | -0.5 | -0.1 | 0.1
DAX1 inh-2 | 0.6 | x | 0.1 | -0.6
FXN GAA850 act | 0.3 | x | -0.1 | 0.0
ADAM17 inh | -3 | 3 | 0 | -4
hgDAF-12 ag | 1.8 | -2.0 | 3.8 | -3.0
ADAM10 inh | -12 | -4 | -4 | -19
PLC-gamma1 inh | -1 | 3 | 3 | -3
sPLA2-III inh | 0 | -2 | 9 | 16
PLCb3 inh | 1 | 11 | -5 | -1

Part of the list above, with bars between the fields.
No. | smiles | hcDAF12 agonist | ssDAF-12 act | DAX1 inh-1 | DAX1 inh-2 | FXN GAA850 act | ADAM17 inh | hgDAF-12 ag | ADAM10 inh | PLC-gamma1 inh | sPLA2-III inh | PLCb3 inh
21 | O=C(COc1ccccc1)NCc1nnc(SCC(=O)Nc2nccs2)n1-c1ccccc1 | -0.6 | -1.1 | -0.3 | 0.6 | 0.3 | -3 | 1.8 | -12 | -1 | 0 | 1
22 | CCOc1cc(OCC)cc(C(=O)N2CCC[C@@H]2C(=O)N2CCC[C@H]2C(=O)NCc2ccccc2)c1 | 1.0 | -1.3 | -0.5 | x | x | 3 | -2.0 | -4 | 3 | -2 | 11
23 | O=C(Cn1cnc2ccccc2c1=O)Nc1ccc(S(=O)(=O)N2CCOCC2)cc1 | -0.4 | -1.2 | -0.1 | 0.1 | -0.1 | 0 | 3.8 | -4 | 3 | 9 | -5
24 | CCN1/C(=C2\C(=O)N(C)C(=S)N2C)C=Cc2ccccc21 | -1.5 | -1.5 | 0.1 | -0.6 | 0.0 | -4 | -3.0 | -19 | -3 | 16 | -1
